Bioassay records: PubChem BioAssay, PCMD
Yeast eIF2B: GCN4-lacZ reporter reduction in eIF2B-epsilon mutant yeast, primary screen, S. cerevisiae, eIF2B-epsilon R284H, Beta-Glo luminescence | inhibition, % at 25 µM (by protocol) | hit rate 0.91% among 27,000;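 active = mutant luminescence inhibited past about 50% while wild type luminescence and mutant growth stay under set limits, limit read from the data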; also: some compounds called inactive have numbers as strong as hits
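Times: 16 h growth with compound at 30 °C, 90 min Beta-Glo step; Assay system: yeast eIF2B-epsilon R284H mutant carrying GCN4–beta-galactosidase fusion; Measure: % inhibition of reporter signal and growth versus controls; Dosing: one concentration, 25 µM, 0.25% DMSO; Buffer or medium: YPD yeast growth medium; Measured by: Beta-Glo luminescence plus absorbance at 595 nm.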
Yeast tox: yeast growth toxicity, wild-type and mutant, primary screen, cytotoxicity control for eIF2B function restoration project, wild-type and eIF2Bepsilon R284H mutant, A595. hit rate 0.3% among 30,000. S. cerevisiae wild-type growth, A595 turbidity, 16 h. growth inhibition, % at 25 µM (by protocol);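 active = mutant and wild-type yeast strains alike exhibit over 30% growth inhibition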;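 also: 0% = untreated cell controls and 100% = YPD media blanks without cells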
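Incubation: 16 h growth with compound, 30 °C; Material: S. cerevisiae wild-type or eIF2Bepsilon-R284H mutant strain; Signal: turbidity measured as absorbance at 595 nm; Medium: YPD yeast growth medium; Measure: growth inhibition (%) versus cell controls and blanks; Doses: 25 µM single dose.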
Yeast tox inhibition %: further read-out of Yeast tox, marked with its call; growth inhibition, %; S. cerevisiae eIF2Bepsilon-R284H mutant growth, A595 turbidity, 16 h;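 each compound tested once at 25 µM; 0% equals untreated cells and 100% equals cell-free medium blanks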
Yeast eIF2B mutant toxicity: recorded beside Yeast eIF2B, whose call it bears; growth inhibition, %; measured here: mutant yeast growth, toxicity;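 each compound tested once at 25 µM; zero equals untreated control growth and 100 equals blank medium absorbance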
An asterisk follows results filed as active; nt = not tested or not shown.

1: CCOC(=O)c1cccc(NC(=O)CCS(=O)(=O)c2cccc3nsnc23)c1
2: C=CCn1c(COc2ccc(Cl)cc2)nnc1SCC(=O)NCC(=O)OCC
3: O=C1/C(=C/c2cccs2)N=C(c2cccs2)N1Nc1ccccc1
4: CC(C)c1nnc(NC(=O)CCC(=O)N2CCN(C3CCCCC3)CC2)s1
5: COc1cccc(-c2cc(C(=O)Nc3cccnc3)no2)c1
6: O=C(Cn1c(SCc2ccccc2)nc2ccccc21)N1CCOCC1
7: COc1cc(CNCCO)ccc1OC1CCCC1
8: Cn1c(CSc2ncccn2)nnc1SCC(=O)N1CCCCC1
9: COc1ccc(NC(=O)C2C3C=CC(C3)C2C(=O)NCc2ccco2)cc1 (stereo unspecified)
10: CCCOC(=O)c1ccc(Oc2c(-c3ccc(OCC)cc3O)n[nH]c2C)cc1

assay / compound	1	2	3	4	5	6	7	8	9	10
Yeast eIF2B	21	44	11	-11	3	11	nt	13	20	15
Yeast eIF2B mutant toxicity	11	-7	2	10	-15	7	nt	20	nt	7
Yeast tox	3	12	12	-4	-16	-12	8	11	-1	4
Yeast tox inhibition %	11	-7	2	10	-15	7	3	20	0	7

11: O=C1C(=O)c2ccc(-c3ccccc3)cc2-c2ccccc21
12: CCOC(=O)c1[nH]c2ccc(F)cc2c1NC(=O)C1=COCCO1
13: CC(C)c1nc2n[nH]c(N)c2c2c1CCC2
14: CC(C)c1ccc(C(=O)CSc2ncn[nH]2)cc1
15: CCC(Sc1nc2cc(OC)c(OC)cc2c2nc(C)nn12)C(=O)NCc1ccco1 (stereo unspecified)
16: CC(C)(C)OC(=O)N1CCC[C@H]1c1nnc(SCc2c(Cl)cccc2Cl)o1
17: Cc1cc(C)n(-c2nc3ccccc3nc2N2CCN(S(=O)(=O)c3ccc4ccccc4c3)CC2)n1
18: COc1ccc(C(=O)c2oc3ccccc3c2NC(C)=O)cc1
19: COc1ccc(NS(=O)(=O)c2cc(C(=O)O)ccc2C)cc1
20: Cc1cc(=O)[nH]c(SC/C=C/c2ccccc2)n1

assay / compound	11	12	13	14	15	16	17	18	19	20
Yeast eIF2B	43	14	11	-2	9	-15	nt	4	18	28
Yeast eIF2B mutant toxicity	7	21	2	-8	-17	8	nt	-14	12	4
Yeast tox	38	5	8	-1	-17	-14	-5	1	14	14
Yeast tox inhibition %	7	21	2	-8	-17	8	18	-14	12	4

21: CCn1c(SCC(=O)NCc2ccco2)nnc1C(C)C
22: COC(=O)c1ccc(NC(=O)Cc2ccc(C)cc2)cc1
23: COC(=O)C(C)Sc1ncnc2c1nnn2-c1ccc(F)cc1 (stereo unspecified)
24: COc1ccc(OC)c(-n2cnc3cc(C(=O)NCCCN4CCOCC4)ccc32)c1
25: Cc1ccc2cc(C)c(SCC#N)nc2c1
26: CCOc1ccccc1NC(=O)C1=C(C)NC(=O)NC1c1cccc(OC)c1OC (stereo unspecified)
27: CCCN1C(=O)/C(=C/c2c(NCCCOC(C)C)nc3c(C)cccn3c2=O)SC1=S
28: CCCn1c(CCC(=O)O)ccc1-c1cccs1
29: CCCC(=O)Nc1cc(-c2nc3ncccc3o2)ccc1C
30: COc1ccc(C(=O)Cn2nnc(-c3ccccc3NC(=O)C(F)(F)F)n2)cc1

assay / compound	21	22	23	24	25	26	27	28	29	30
Yeast eIF2B	-30	20	31	23	2	14	23	18	22	0
Yeast eIF2B mutant toxicity	nt	12	-10	nt	-4	-3	-14	20	-20	nt
Yeast tox	nt	-10	-11	1	3	5	30	-8	7	-12
Yeast tox inhibition %	nt	12	-10	0	-4	-3	-14	20	-20	0

31: COc1nc(-c2ccccc2)ccc1-c1noc(-c2cccnc2)n1
32: CC(C)CCNC(=O)c1cc(-c2ccco2)nc2ccccc12
33: CCn1c(SCC(=O)N2CCCCC2)nnc1-c1ccc(S(=O)(=O)N2CCN(C)CC2)cc1
34: CC(=O)NC(C)c1ccc(Cl)c(Cl)c1 (stereo unspecified)
35: Clc1ccc(Cn2ncc3c(NCc4ccco4)ncnc32)c(Cl)c1
36: Cc1cc(N2CCCC2=O)cc(C)c1S(N)(=O)=O
37: COc1ccc(S(=O)(=O)Nc2ccc3ccccc3c2)cc1C
38: COc1ccccc1-c1nnc(SCC(=O)N2CCOCC2)n1-c1ccccc1
39: O=C(c1n[nH]c(=O)c2ccccc12)N1CCN(c2ccc(F)cc2)CC1
40: COc1cccc(NC(=O)C(NC2CCCC2)c2ccccc2)c1 (stereo unspecified)

assay / compound	31	32	33	34	35	36	37	38	39	40
Yeast eIF2B	7	9	30	21	34	14	10	-4	22	-14
Yeast eIF2B mutant toxicity	14	3	21	16	-23	-5	3	17	-32	-24
Yeast tox	-28	-6	19	31	-2	39	9	17	-1	21
Yeast tox inhibition %	14	3	21	16	-23	-5	3	17	-32	-24

Whole records from above.
O=C(c1n[nH]c(=O)c2ccccc12)N1CCN(c2ccc(F)cc2)CC1 reads Yeast eIF2B: 22; Yeast eIF2B mutant toxicity: -32; Yeast tox: -1; Yeast tox inhibition %: -32
CCn1c(SCC(=O)N2CCCCC2)nnc1-c1ccc(S(=O)(=O)N2CCN(C)CC2)cc1 reads Yeast eIF2B: 30; Yeast eIF2B mutant toxicity: 21; Yeast tox: 19; Yeast tox inhibition %: 21

New compounds follow:
41: O=C(O)Cn1c(P(=O)(O)c2ccccc2)nc2ccccc21
42: O=S(=O)(/N=C/N1CCOCC1)c1ccc(Cl)cc1
43: OC1CN=C2Sc3ccccc3N2C1 (stereo unspecified)
44: Cc1ccc(C)c(N(C(=O)CS(=O)CC(=O)Nc2ccc3c(c2)OCO3)C(C)C(=O)NC2CCCC2)c1 (stereo unspecified)
45: COC(=O)CSc1nc(NC(C)C)nc(N2CCOCC2)n1
46: COc1ccc(C(=O)COC(=O)CN2C(=O)NC(C)(C)C2=O)cc1OC
47: C/C(Nc1ccc(C)cc1)=C(/C#N)C(N)=O
48: COc1cccc(C(=O)Nc2c3c(nn2-c2ccccc2C)CS(=O)C3)c1OC (stereo unspecified)
49: CC(C)(C)OC(=O)N1Cc2ccccc2C[C@H]1C(=O)O
50: O=C(Nc1ccccc1-c1nnn(CC(=O)N2CCCc3ccccc32)n1)c1cccc(Cl)c1

assay / compound	41	42	43	44	45	46	47	48	49	50
Yeast eIF2B	18	0	7	nt	nt	60*	-1	17	-14	-26
Yeast eIF2B mutant toxicity	12	-4	32	nt	nt	nt	22	9	16	4
Yeast tox	15	12	-6	-6	2	-6	21	29	13	-13
Yeast tox inhibition %	12	-4	32	0	4	5	22	9	16	4

51: Cc1ccc(C(=O)N2CCN(c3ccc(NC(=O)c4cccnc4)cc3)CC2)cc1
52: Cc1c(O)c(CN2CCCC2)cc2c1oc(=O)c1ccccc12
53: O=C(c1ccc(S(=O)(=O)N2CCOCC2)cc1)N1CCN=C1SCc1cccnc1
54: CCn1c(SCC(=O)OCc2ccccc2)nc2c1c(=O)n(C)c(=O)n2C
55: CCCCC1(CCCC)NC(=S)N(Nc2ccc(C)cc2)C1=O
56: CCOC(=O)CSc1nnc([C@@H](NC(=O)OC(C)(C)C)C(C)C)o1
57: CCOC(=O)C1CCN(c2c(NCCCN(CC)c3ccccc3)c(=O)c2=O)CC1
58: COc1cc2c(=O)n(Cc3ccccc3)c(=O)n(CC(=O)NCCc3ccccc3)c2cc1OC
59: O=C(NCCN1CCN(c2ccccc2F)CC1)C1CC(=O)N(C2CCCC2)C1 (stereo unspecified)
60: O=C1NC2=C(CCc3ccccc32)C(c2ccc(Br)cc2)N1 (stereo unspecified)

assay / compound	51	52	53	54	55	56	57	58	59	60
Yeast eIF2B	5	58*	7	nt	14	16	-21	8	1	22
Yeast eIF2B mutant toxicity	10	nt	-4	nt	nt	-7	nt	-3	7	5
Yeast tox	12	-2	23	8	9	-13	1	0	18	-3
Yeast tox inhibition %	10	-14	-4	-11	0	-7	0	-3	7	5

61: O=C(Nc1ccccc1C(=O)O)c1cncc(Br)c1
62: O=C1C2C3C=CC(CC3)C2C(=O)N1c1ccc2c(c1)OCO2 (stereo unspecified)
63: CCOC(=O)CCSc1nc2c(c(C(F)(F)F)c1C#N)CCC2
64: COc1ccc(C2NC(=O)c3ccccc3O2)cc1OC (stereo unspecified)
65: NC(=O)c1ncc(C(F)(F)F)cc1Oc1cccc(C(F)(F)F)c1
66: O=C1CCC2CCCCC2(O)O1 (stereo unspecified)
67: O=C(NCc1ccc(F)cc1)C1CC(=O)N(CCc2ccccc2)C1 (stereo unspecified)
68: O=C(Nc1nnc(SCc2ccccc2)s1)c1cc2c(s1)CCCC2
69: COC(=O)C1=C(N)c2ccccc2C1(C#N)c1ccccc1 (stereo unspecified)
70: O=c1[nH]c(SCc2cc(=O)n3ccccc3n2)nc2c1CCC2

assay / compound	61	62	63	64	65	66	67	68	69	70
Yeast eIF2B	15	-19	26	19	23	9	20	-21	17	21
Yeast eIF2B mutant toxicity	12	7	18	nt	10	-11	nt	-1	7	-41
Yeast tox	11	-6	24	nt	-4	9	9	14	8	-12
Yeast tox inhibition %	12	7	18	nt	10	-11	0	-1	7	-41

Compounds listed so far containing bromine, in the order listed:
60: O=C1NC2=C(CCc3ccccc32)C(c2ccc(Br)cc2)N1 (stereo unspecified)
61: O=C(Nc1ccccc1C(=O)O)c1cncc(Br)c1

assay / compound	60	61
Yeast eIF2B	22	15
Yeast eIF2B mutant toxicity	5	12
Yeast tox	-3	11
Yeast tox inhibition %	5	12

Additional compounds.
71: O=C(CSc1nnc(Cc2cc(=O)[nH]c(=O)[nH]2)n1-c1ccccc1)N1CCCC1
72: Cc1csc(NC(=O)c2ccccc2O)n1
73: O=C(CSc1nnc(-c2cccs2)n1Cc1ccccc1)N1CCc2ccccc2C1
74: CCOC(=O)c1ccc(NC(=O)CCC(=O)OC)cc1
75: CCOC(=O)c1c(C)[nH]c(C(=O)OCC(=O)Nc2cc(Cl)ccc2OC)c1C
76: Cc1ccccc1NC(=O)CCN1C(=O)CSC1=O
77: COc1ccc(CC(=O)NC(C)c2nnc(SCc3nc4ccccc4c(=O)[nH]3)n2C)cc1 (stereo unspecified)
78: CC(C)(C)n1ncc2c(=O)n(CC(=O)NCc3ccc(F)cc3)cnc21
79: Cc1ccc2cc(CN(C(=O)c3cccnc3)C(C)C)c(=O)[nH]c2c1
80: COc1ccc(C(C)=O)cc1COC(=O)c1ccc2c(c1)OCO2

assay / compound	71	72	73	74	75	76	77	78	79	80
Yeast eIF2B	14	14	25	18	nt	-9	5	7	23	-5
Yeast eIF2B mutant toxicity	-10	27	-14	19	nt	9	nt	7	8	-37
Yeast tox	-2	26	3	17	0	-13	nt	-7	25	-38
Yeast tox inhibition %	-10	27	-14	19	4	9	nt	7	8	-37

Quoted at random: 4 entries already listed.
78: CC(C)(C)n1ncc2c(=O)n(CC(=O)NCc3ccc(F)cc3)cnc21
79: Cc1ccc2cc(CN(C(=O)c3cccnc3)C(C)C)c(=O)[nH]c2c1
76: Cc1ccccc1NC(=O)CCN1C(=O)CSC1=O
75: CCOC(=O)c1c(C)[nH]c(C(=O)OCC(=O)Nc2cc(Cl)ccc2OC)c1C

assay / compound	78	79	76	75
Yeast eIF2B	7	23	-9	nt
Yeast eIF2B mutant toxicity	7	8	9	nt
Yeast tox	-7	25	-13	0
Yeast tox inhibition %	7	8	9	4

(continued)
81: O=C(COC(=O)c1ccc(Br)o1)Nc1nc2ccccc2s1
82: O=C(Nc1ccc2c(c1)OCO2)C1CC(c2ccc(Cl)cc2)=NO1 (stereo unspecified)
83: Cn1nc(C(=O)NCc2cccnc2)c2ccccc2c1=O
84: CCOC(=O)c1c(Nc2ccc(Cl)cc2)sc(/C=C2\C=Nc3ccccc32)c1O
85: O=C(NC1CCCC1)C(c1ccccc1F)N(C(=O)c1ccco1)C1CCCC1 (stereo unspecified)
86: CCN1CC=C2C(C#N)=C(N)C(C#N)(C#N)[C@H](c3ccoc3)[C@H]2C1
87: Cn1cnc(S(=O)(=O)Nc2ccc(C(F)(F)F)cc2)c1
88: CCNc1nc(Oc2ccccc2)nc(OC(C)C(=O)OCC)n1 (stereo unspecified)
89: O=C(CN1CCCCCC1)N/N=C/c1cccs1
90: O=C(O)CCC(=O)Nc1ccccc1N1CCOCC1
91: CCC(C)(C)C1CCC2(CC1)NC(CO)(CO)CO2 (stereo unspecified)

assay / compound	81	82	83	84	85	86	87	88	89	90	91
Yeast eIF2B	31	5	0	nt	18	-27	11	8	16	14	36
Yeast eIF2B mutant toxicity	-14	-38	-3	nt	-14	24	6	nt	16	8	nt
Yeast tox	-3	7	1	-13	-4	-4	24	-8	12	10	-9
Yeast tox inhibition %	-14	-38	-3	15	-14	24	6	0	16	8	0

Some of the compounds tested; rates above refer to the full screens.
